Compound activity from PubChem BioAssay.
PPARg SRC1 recr – PPARgamma agonists recruiting SRC-1 coactivator, primary screen, biochemical | PPARgamma-SRC-1 coactivator recruitment biochemical assay | activation, % at 8 µM | Peroxisome proliferator-activated receptor gamma (Homo sapiens), P37231 | AID 631, 2007 | hit rate 0.41% among 200,000; in the data active means activation above about 19%;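 further: 0% = DMSO and 100% = reference agonist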
bIAP inhibitor – bovine intestinal alkaline phosphatase inhibitors, primary screen, selectivity assay for TNAP inhibitor project, biochemical, bovine IAP, CDP-star luminescence; alkaline phosphatase, intestinal [Bos taurus]; inhibition, % at 20 µM; purified bovine IAP, 30 min; AID 1019, 2008; 190,000 tested, under 10 active;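 active means over 50% inhibition of intestinal alkaline phosphatase at 20 µM in the single-dose screen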
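Assay system: bovine IAP enzyme; medium: DEA buffer 100 mM, pH 9.8, with MgCl2 1.0 mM, ZnCl2 0.02 mM; doses: 20 µM single dose; incubation: enzyme reaction for 30 min at room temperature; detection: CDP-star luminescence signal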
TNAP act hiacc – TNAP activators at high phosphate acceptor level, primary screen, biochemical, luminescence, uHTS. purified TNAP, CDP-star luminescence, 1 M DEA, 30 min; hits give high values; 0 = EDTA background, 1 = DMSO-only activity. activation factor at 20 µM. 200,000 tested, under 10 active. AID 1136, 2008;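 active means activation factor at least 2 at 20 µM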
Target sequence (P05186 whole entry, looked up): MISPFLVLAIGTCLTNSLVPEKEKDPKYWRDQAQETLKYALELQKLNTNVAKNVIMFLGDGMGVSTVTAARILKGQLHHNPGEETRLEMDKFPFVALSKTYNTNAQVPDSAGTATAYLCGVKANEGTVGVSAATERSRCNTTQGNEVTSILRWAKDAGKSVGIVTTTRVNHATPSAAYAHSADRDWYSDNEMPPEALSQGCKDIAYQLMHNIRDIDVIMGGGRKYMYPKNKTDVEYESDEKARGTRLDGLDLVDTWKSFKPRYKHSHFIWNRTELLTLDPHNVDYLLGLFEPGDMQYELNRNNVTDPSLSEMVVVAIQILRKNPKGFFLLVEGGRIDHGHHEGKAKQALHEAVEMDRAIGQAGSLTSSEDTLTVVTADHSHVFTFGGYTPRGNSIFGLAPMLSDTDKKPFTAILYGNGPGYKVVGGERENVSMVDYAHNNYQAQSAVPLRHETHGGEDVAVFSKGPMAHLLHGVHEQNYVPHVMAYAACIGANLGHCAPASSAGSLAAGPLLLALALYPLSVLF
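Measured by: Luminescent substrate turnover signal | Test system: Human TNAP | Input: TNAP 1/800 final | Dosing: 20 µM single point | Schedule: 30 min, room temperature | Controls: EDTA wells as negative control, DMSO wells as positive control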
PPARg SRC2 recr – agonists of PPARg-SRC-2 recruitment, primary screen, biochemical, HTS; hit rate 0.34% among 200,000; PPARgamma LBD-SRC-2 recruitment; activation, % at 8 µM; Peroxisome proliferator-activated receptor gamma (Homo sapiens), P37231; in the data active means activation above about 22%;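 further: 0% = vehicle and 100% = reference agonist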
STAT1 inh – STAT1 signaling inhibitors, primary screen, cell-based, HTS, luciferase reporter; hit rate 0.35% among 200,000; inhibition, % at 5.5 µM; NIH 3T3 STAT1-luciferase reporter, IFN-gamma, luminescence;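 active means inhibition above a set limit, the mean inhibition across all tested compounds plus 3 SD, cut at about 34% in these data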;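 further: 0% = IFN-gamma with DMSO and 100% = IFN-gamma with 300 µM nifuroxazide; values of inactives mirror those of a sister screen read the other way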
bIAP activator – bovine intestinal alkaline phosphatase activators, primary screen, biochemical, bovine IAP, CDP-star luminescence; alkaline phosphatase, intestinal [Bos taurus]; purified bovine IAP, 30 min; hits give high values; fold of DMSO-control signal, blank-subtracted; activation factor at 20 µM; hit rate 0.17% among 200,000;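 active means activation factor of 2 or more at 20 µM, a signal rise over negative controls twice the positive control's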
TR-FRET SRC-2 ct – TR-FRET signal artefacts, primary screen, artefact control for PPARgamma SRC-2 agonist project, biochemical; TR-FRET artefact counter-screen; hits give high values; TR-FRET ratio at 8 µM; hit rate 0.4% among 200,000; AID 1049, 2008; in the data active means TR-FRET ratio above about 2000; further: inactives centre near 1500
PPARg SRC3 recr – PPARgamma agonists recruiting SRC-3 coactivator, primary screen, biochemical; Peroxisome proliferator-activated receptor gamma (Homo sapiens), P37231; biochemical PPARgamma/SRC-3 coactivator recruitment assay; activation, % at 8 µM; hit rate 0.26% among 200,000; in the data active means activation above about 23%;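 further: 0% = DMSO and 100% = reference agonist; some compounds past the cut are filed as inactive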
STAT3 blocker – IL-6 driven STAT3 reporter inhibitors, primary screen, U3A cells, luciferase, luminescence, MLSCN library; IL-6 STAT3-luciferase reporter; host cell line lacks STAT1; inhibition, % at 5.5 µM; hit rate 0.89% among 190,000;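 active means inhibition above the mean inhibition across all screened compounds plus 3 SD, cut at about 44% in these data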;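 further: 0% = DMSO only wells and 100% = 100 µM nifuroxazide control wells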
STAT3 activator – IL-6 driven STAT3 reporter potentiators, primary screen, U3A cells, luciferase, luminescence, MLSCN library; hit rate 0.91% among 190,000; activation (% of control), % at 5.6 µM; IL-6 STAT3-luciferase reporter; 100% = signal with IL-6 EC80 alone;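 active means activation above the screen-wide mean of compound activation plus 3 SD, cut at about 130% in these data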;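 further: 0% = background luminescence of wells with medium and substrate only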
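Assay system – human STAT1-deficient U3A cells with stable STAT3-luciferase reporter · Also added – IL-6 (33 ng/mL) · Schedule – compound 1 h, then IL-6 6 h at 37 °C · Technique – reporter luminescence signal · Evaluation – % activation versus median of IL-6-stimulated wells · Benchmarks – IL-6-only wells as 100% reference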
ROMK primary – ROMK potassium channel modulators, primary screen, cell-based, thallium flux, MLSMR library. ATP-sensitive inward rectifier potassium channel 1 (Homo sapiens), P48048. Tet-inducible ROMK, thallium flux fluorescence; actives lie on both sides. B-score at 10 µM. hit rate 2% among 130,000. AID 1918, 2009;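 active means signal ratio slope over the read window, or its plate-corrected B-score, at least 3 SD from the plate mean, either direction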;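 further: B-score of the F/F0 ratio slope over 7 to 12 s after thallium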
Target sequence (P48048 whole entry, looked up): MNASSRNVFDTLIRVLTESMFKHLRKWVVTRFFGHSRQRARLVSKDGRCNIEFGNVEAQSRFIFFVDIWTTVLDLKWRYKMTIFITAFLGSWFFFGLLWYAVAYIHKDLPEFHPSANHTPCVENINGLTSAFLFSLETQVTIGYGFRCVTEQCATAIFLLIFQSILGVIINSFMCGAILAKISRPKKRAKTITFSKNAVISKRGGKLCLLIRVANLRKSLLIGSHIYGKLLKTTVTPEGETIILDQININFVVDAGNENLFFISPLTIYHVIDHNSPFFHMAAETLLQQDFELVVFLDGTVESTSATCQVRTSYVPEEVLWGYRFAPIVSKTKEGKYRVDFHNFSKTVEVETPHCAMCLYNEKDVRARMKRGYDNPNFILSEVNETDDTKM
Active calls of the source: *; nt = not tested or not shown. Compounds were not picked by outcome. About 3.7% of those tested had a hit in this group.

SMILES	PPARg SRC1 recr	bIAP inhibitor	TNAP act hiacc	PPARg SRC2 recr	STAT1 inh	bIAP activator	TR-FRET SRC-2 ct	PPARg SRC3 recr	STAT3 blocker	STAT3 activator	ROMK primary
C/C(NCCCn1ccnc1)=C(\C#N)C(N)=O	-5	6	1	0	-4	0.9	1652	0	2	104	1.1
CC(C)(C)OC(=O)NCC(=O)Oc1cc2oc(=O)cc(-c3ccccc3)c2cc1Cl	-2	-1	1	-2	-4	1	1700	1	0	101	nt
CCN(CC)CC(O)COc1ccc2c(c1)c(C(C)=O)c(C)n2-c1ccccc1 (centres undefined)	-7	-3	1	-7	-11	1	1530	11	-7	109	nt
O=C(O)CCC(=O)NNC(=O)COc1ccc(Cl)cc1Cl	4	-14	1.1	0	-2	1.1	1521	3	1	102	0.52
COc1cc(NCCCCCCCN)c2ncccc2c1	-2	2	0.9	5	-2	1	1566	1	-1	102	-5.1*
COc1ccc(NC2=C(C(C)=O)C(c3ccc4c(c3)OCO4)C(C(C)=O)C(C)(O)C2)cc1 (centres undefined)	1	1	1	7	3	1	1485	-6	10	96	nt
O=C(C1CCN(S(=O)(=O)c2ccc(F)cc2)CC1)N1CCOCC1	3	4	1.1	12	-2	1	1655	8	-3	106	nt
O=C(CNC(=O)c1ccc(-c2ccccc2)cc1)OCc1c(Cl)cccc1Cl	3	29	1	4	-4	0.7	1648	0	3	98	1.2
CC(=O)c1c(C)[nH]c(C(=O)NC2=NCCS2)c1C	5	-32	1	2	-6	1.3	1515	-1	6	97	0.019
OCC1(CCOc2ccccc2)CCN(Cc2cccn2-c2ncccn2)CC1	13	0	1.1	0	1	1	1538	3	13	93	nt
COc1ccc(-c2c(C(F)(F)F)oc3c(CN4CCN(C)CC4)c(O)ccc3c2=O)cc1	2	4	1.1	9	1	1	1536	-5	8	97	nt
O=C(O)CN(c1ccc2c(c1)OCCO2)S(=O)(=O)c1ccccc1	-9	6	1	-3	-7	0.9	1383	-6	1	102	nt
O=C(NCCN1CCOCC1)c1cc(Sc2ccc(F)cc2F)nc2ccccc12	5	11	1	8	4	0.9	1780	4	9	103	-0.08
COc1cccc(/C=C/C(=O)Nc2ccc3[nH]c(=O)[nH]c3c2)c1	13	5	1	7	-11	0.9	1748	8	5	100	-0.23
CCOc1ccc(N(C(C)C(=O)NCc2ccco2)S(C)(=O)=O)cc1 (centres undefined)	-3	-6	1	1	2	1.1	1474	-8	-5	104	0.18
CC(C)Cc1nc2n[nH]c(N)c2c2c1CCC2	3	12	1	7	5	0.9	1732	3	-8	112	0.51
Cc1ccc(/C=C(\C#N)C(=O)Nc2ccccn2)o1	-4	-6	1.1	3	-100	1.1	1492	-4	2	103	0.19
CN(CCCNS(=O)(=O)c1cccc2cccnc12)Cc1ccccc1	10	-14	1.1	10	3	1.1	1703	2	4	100	nt
Cn1c(SCC(=O)N2CCN(c3ccccc3)CC2)nnc1-c1ccco1	6	-1	1	4	6	1	1527	12	2	102	nt
S=C1NC(c2ccccc2)=NCN1c1ccccc1	-1	21	1	2	-8	0.8	1347	-16	1	98	-0.31
N#Cc1ccccc1Cn1c(=O)n(C2CCCC2)c(=O)c2ccccc21	-3	6	1	6	4	0.9	1591	1	-2	107	-1.1
N#Cc1c(NC(=O)c2ccncc2)sc2c1CCC2	2	2	1	10	-10	1	1455	-8	-1	104	0.22
N#CC1=C2SCN(Cc3ccccc3)CN2C(=O)CC1c1ccc2c(c1)OCO2 (centres undefined)	2	20	1	-2	6	0.8	1524	17	3	101	nt
CN(C(=O)/C=C/c1ccc2c(c1)OCO2)c1ccccc1	12	-19	1	8	-27	1.2	1504	-1	-20	117	-1.2
CC(C)(C)NC(=S)NCCc1ccccc1	-1	-7	1	2	-33	1.1	1627	2	-9	104	nt
COc1ccc(OC)c(S(=O)(=O)NC2CCCCC2)c1	9	7	1	5	3	0.9	1462	5	-2	99	0.013
Cc1cc(C)c(S(=O)(=O)/N=C2/C=C(SCC(=O)O)C(=O)c3ccccc32)cc1C	5	-2	0.9	3	6	1	1667	7	-37	139*	-1.2
CCOC(=O)c1sc(NC(=O)Cn2nnc3sc4c(c3c2=O)CCC(C(C)(C)C)C4)nc1C (centres undefined)	3	3	1	9	-3	1	1732	6	-13	108	-0.48
COC(=O)C(Cc1cnc(Cl)s1)(C(=O)OC)c1ccccc1[N+](=O)[O-]	-4	6	1	0	-6	0.9	1428	-6	10	97	-0.28
Cc1ccc(CNc2ccc(CNc3ncn[nH]3)cc2)cc1	3	-21	1	6	-17	1.2	1571	-4	-4	105	nt
COc1cc(C)c(CNc2cccc(C)c2)cc1C	-6	27	1	-3	4	0.7	1554	-5	11	95	0.015
Cc1cc(C)n2nc(C(=O)Nc3nccs3)nc2n1	1	-6	1	3	-29	1.1	1617	6	8	98	0.29
O=C(O)CCCC(=O)Nc1cccc(C(=O)Nc2ccccc2C(=O)O)c1	8	1	1	-1	7	1	1657	-4	14	97	-0.2
COc1ccc(S(=O)(=O)N2CCOCC2)cc1NC(=O)CN1CCCCCC1	-2	-15	1	4	-7	1.1	1438	1	0	101	-0.58
Cc1nnc(NC(=O)c2cccc(F)c2)s1	7	5	1	7	-8	1	1548	10	16	94	nt
CCOC(=O)n1c(=O)n(C)c2ccc(Br)cc21	0	-8	1	3	-7	1.1	1591	2	13	91	nt
O=C(OCc1cc2ccccc2[nH]c1=O)c1ccncc1	4	7	1	15	4	0.9	1723	9	1	103	nt
c1ccc2c(CCNc3ncnc4nc[nH]c34)c[nH]c2c1	6	-18	1	4	0	1.2	1671	2	37	70	nt
O=C(O)Cc1cn(Cc2cccc(Cl)c2)c2ccccc12	-2	11	1.1	8	4	0.9	1407	1	2	106	-0.71
COCCNC(=O)C12CC3CC(C1)CC(c1ccccc1)(C3)C2	-5	4	1	0	-8	1	1568	5	18	89	1

Random excerpt: 3 compounds from above
SMILES	PPARg SRC1 recr	bIAP inhibitor	TNAP act hiacc	PPARg SRC2 recr	STAT1 inh	bIAP activator	TR-FRET SRC-2 ct	PPARg SRC3 recr	STAT3 blocker	STAT3 activator	ROMK primary
COC(=O)C(Cc1cnc(Cl)s1)(C(=O)OC)c1ccccc1[N+](=O)[O-]	-4	6	1	0	-6	0.9	1428	-6	10	97	-0.28
COc1cc(C)c(CNc2cccc(C)c2)cc1C	-6	27	1	-3	4	0.7	1554	-5	11	95	0.015
O=C(O)Cc1cn(Cc2cccc(Cl)c2)c2ccccc12	-2	11	1.1	8	4	0.9	1407	1	2	106	-0.71

Next section.
SMILES	PPARg SRC1 recr	bIAP inhibitor	TNAP act hiacc	PPARg SRC2 recr	STAT1 inh	bIAP activator	TR-FRET SRC-2 ct	PPARg SRC3 recr	STAT3 blocker	STAT3 activator	ROMK primary
Cc1nnc(-c2cnn(C)c2N)n1Cc1ccc2c(c1)OCO2	1	-10	1	3	0	1.1	1614	-1	6	99	0.063
Cc1cc(S(=O)(=O)NC2CCCCC2)ccc1OCC(=O)NCC1CCCO1 (centres undefined)	12	-6	1	0	0	1.1	1575	7	4	101	-1
O=C(Nc1cccc(S(=O)(=O)N2CCCCC2)c1)c1ccc2c(c1)OCO2	0	6	1.1	-4	2	0.9	1625	-2	11	93	-0.96
CC/C(=N\NC(=S)Nc1ccc(OC)cc1)c1ccc(OC(F)F)cc1	13	2	1	-5	-5	1	1562	0	16	90	nt
S=c1[nH]nc([C@@H]2C[C@H]2c2ccccc2)n1-c1ccccc1	-4	16	1.1	6	-4	0.8	1593	3	0	101	nt
O=c1cc(NCc2ccco2)[nH]c(=O)n1-c1ccc(Br)cc1	0	2	1	4	-4	1	1634	1	-3	105	nt
CCN(CC)S(=O)(=O)c1ccc(NC(=O)CCC2CCCCC2)cc1	-3	-128	1.1	4	6	2.3*	1624	-2	10	92	0.84
O=C(Nc1ccc2oc(=O)ccc2c1)c1ccc(-c2ccc(Cl)cc2)o1	8	19	1	1	14	0.8	1634	-1	34	74	nt
CCOc1ccc(NC(=S)NN2C(C)CCCC2C)cc1 (centres undefined)	-2	-4	1	1	-9	1	1500	-1	-6	107	0.66
CCCCN(C)C1=CC2=CC(=C(C#N)C#N)CCC2CC1 (centres undefined)	8	6	0.7	13	2	0.9	1686	7	9	92	nt
CCCOC(=O)/C(=C\c1ccc([N+](=O)[O-])o1)NC(=O)c1ccccc1	9	14	1	4	8	0.9	1509	6	7	96	0.2
COc1ccccc1-n1cnnc1SC1CCOC1=O (centres undefined)	-3	1	1.1	-3	0	1	1575	-4	-1	105	nt
Cc1sc(-n2c(C)cc(/C=C3\SC(=S)NC3=O)c2C)c(C#N)c1C	9	20	0.9	13	-12	0.8	1693	11	-15	121	2
Cc1ccc(CSc2ncnc3c2cnn3Cc2ccccc2)cc1C	2	22	1	4	-1	0.8	1612	-4	17	90	-0.72
Cc1ccccc1C(=O)NC1CCN(CC(=O)NCc2ccc(F)cc2)CC1	-4	-6	1	5	2	1.1	1727	-1	5	101	0.036
COC(=O)c1ccccc1C(=O)N1CCCC(CCC(=O)NCc2ccc(F)c(F)c2)C1 (centres undefined)	6	-4	1.1	4	-2	1	1441	6	-3	106	-0.022
CC(=O)N1CCc2cc(S(=O)(=O)NCCC(=O)NCCc3ccccc3)ccc21	3	10	1	1	6	0.9	1507	-4	12	96	nt
CCN(CC)C1CCN(C(=O)CCc2nnc(CCCCc3ccccc3)o2)C1 (centres undefined)	13	-5	1	11	1	1.1	1849	1	-1	103	nt
CCC(NS(=O)(=O)c1ccc(C)cc1)C(=O)N1CCN(c2ccccn2)CC1 (centres undefined)	-3	5	1.1	4	-3	0.9	1518	-6	6	102	nt
CCN(CC(=O)Nc1ccc2c(c1)OCCO2)Cc1cc(=O)n2ccsc2n1	12	3	1	1	-9	1	1752	1	4	104	0.19
Cc1ccnc(NC(=O)c2ccc(Cl)c([N+](=O)[O-])c2)c1	3	1	1	2	3	1	1681	4	27	84	0.69
